FadD28 binding – inhibitors of FadD28 bisubstrate probe binding, primary screen, biochemical, fluorescence polarization, single point; Mycobacterium tuberculosis FadD28 fatty-acid-AMP ligase; inhibition, % at 12.5 µM; 360,000 compounds, 0.22% hits; AID 588549, 2011; in the data active = inhibition above about 8.5%, passing the limit was not always enough; inconclusive = no clear call, values can overlap the other calls
Mtb FBA inh – Mtb FBA enzyme inhibitors, primary screen, biochemical, fluorescence, strain H37Rv; purified M. tuberculosis FBA, fluorescence read-out; AID 588726, 2011; 360,000 compounds, 2.3% hits; inhibition, % at 1 µM; Fructose-bisphosphate aldolase (Mycobacterium tuberculosis (strain ATCC 25618 / H37Rv)), …; in the data active = inhibition above about 27%;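 also: 0% = vehicle and 100% = reference inhibitor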
Mtb BioA inh – M. tuberculosis BioA enzyme inhibitors, primary screen, biochemical, plate reader, single point, HTS | 7,8-diaminopelargonic acid synthase BioA (Mycobacterium tuberculosis) | inhibition, % at 9.99 µM | purified M. tuberculosis BioA enzyme | 360,000 compounds, 0.096% hits; in the data active = inhibition above about 40%; inconclusive = no clear call, values can overlap the other calls
UGM FP inh – M. tuberculosis UGM enzyme inhibitors, primary screen, biochemical, fluorescence polarization, single point; UDP-galactopyranose mutase (Mycobacterium tuberculosis (strain ATCC 25618 / H37Rv)), …; purified UGM, fluorescence polarization probe displacement; inhibition, % at 10 µM; 320,000 compounds, 0.06% hits; in the data active = inhibition above about 10%, passing the limit was not always enough; inconclusive = no clear call, values can overlap the other calls
PfHsp40 rescue – rescue of yeast from PfHsp40 toxicity, primary screen, S. cerevisiae, ATP luminescence. 340,000 compounds, 0.68% hits. S. cerevisiae expressing PfHsp40, growth rescue. growth rescue, % at 12.5 µM; in the data active = growth rescue above about 28%, passing the limit was not always enough; inconclusive = no clear call, values can overlap the other calls;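 also: yeast W303a lacking pdr1 and pdr3 grown in galactose medium; growth measured after three days at 30 °C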
TcdB GH inh – TcdB glycohydrolase inhibitors, primary screen, biochemical, single point, plate reader. inhibition, % at 9.99 µM. AID 652162, 2013. 350,000 compounds, 0.24% hits. TcdB glycohydrolase enzymatic assay. Toxin B (Clostridioides difficile), P18177; in the data active = inhibition above about 10%
Target sequence (P18177 whole entry, looked up): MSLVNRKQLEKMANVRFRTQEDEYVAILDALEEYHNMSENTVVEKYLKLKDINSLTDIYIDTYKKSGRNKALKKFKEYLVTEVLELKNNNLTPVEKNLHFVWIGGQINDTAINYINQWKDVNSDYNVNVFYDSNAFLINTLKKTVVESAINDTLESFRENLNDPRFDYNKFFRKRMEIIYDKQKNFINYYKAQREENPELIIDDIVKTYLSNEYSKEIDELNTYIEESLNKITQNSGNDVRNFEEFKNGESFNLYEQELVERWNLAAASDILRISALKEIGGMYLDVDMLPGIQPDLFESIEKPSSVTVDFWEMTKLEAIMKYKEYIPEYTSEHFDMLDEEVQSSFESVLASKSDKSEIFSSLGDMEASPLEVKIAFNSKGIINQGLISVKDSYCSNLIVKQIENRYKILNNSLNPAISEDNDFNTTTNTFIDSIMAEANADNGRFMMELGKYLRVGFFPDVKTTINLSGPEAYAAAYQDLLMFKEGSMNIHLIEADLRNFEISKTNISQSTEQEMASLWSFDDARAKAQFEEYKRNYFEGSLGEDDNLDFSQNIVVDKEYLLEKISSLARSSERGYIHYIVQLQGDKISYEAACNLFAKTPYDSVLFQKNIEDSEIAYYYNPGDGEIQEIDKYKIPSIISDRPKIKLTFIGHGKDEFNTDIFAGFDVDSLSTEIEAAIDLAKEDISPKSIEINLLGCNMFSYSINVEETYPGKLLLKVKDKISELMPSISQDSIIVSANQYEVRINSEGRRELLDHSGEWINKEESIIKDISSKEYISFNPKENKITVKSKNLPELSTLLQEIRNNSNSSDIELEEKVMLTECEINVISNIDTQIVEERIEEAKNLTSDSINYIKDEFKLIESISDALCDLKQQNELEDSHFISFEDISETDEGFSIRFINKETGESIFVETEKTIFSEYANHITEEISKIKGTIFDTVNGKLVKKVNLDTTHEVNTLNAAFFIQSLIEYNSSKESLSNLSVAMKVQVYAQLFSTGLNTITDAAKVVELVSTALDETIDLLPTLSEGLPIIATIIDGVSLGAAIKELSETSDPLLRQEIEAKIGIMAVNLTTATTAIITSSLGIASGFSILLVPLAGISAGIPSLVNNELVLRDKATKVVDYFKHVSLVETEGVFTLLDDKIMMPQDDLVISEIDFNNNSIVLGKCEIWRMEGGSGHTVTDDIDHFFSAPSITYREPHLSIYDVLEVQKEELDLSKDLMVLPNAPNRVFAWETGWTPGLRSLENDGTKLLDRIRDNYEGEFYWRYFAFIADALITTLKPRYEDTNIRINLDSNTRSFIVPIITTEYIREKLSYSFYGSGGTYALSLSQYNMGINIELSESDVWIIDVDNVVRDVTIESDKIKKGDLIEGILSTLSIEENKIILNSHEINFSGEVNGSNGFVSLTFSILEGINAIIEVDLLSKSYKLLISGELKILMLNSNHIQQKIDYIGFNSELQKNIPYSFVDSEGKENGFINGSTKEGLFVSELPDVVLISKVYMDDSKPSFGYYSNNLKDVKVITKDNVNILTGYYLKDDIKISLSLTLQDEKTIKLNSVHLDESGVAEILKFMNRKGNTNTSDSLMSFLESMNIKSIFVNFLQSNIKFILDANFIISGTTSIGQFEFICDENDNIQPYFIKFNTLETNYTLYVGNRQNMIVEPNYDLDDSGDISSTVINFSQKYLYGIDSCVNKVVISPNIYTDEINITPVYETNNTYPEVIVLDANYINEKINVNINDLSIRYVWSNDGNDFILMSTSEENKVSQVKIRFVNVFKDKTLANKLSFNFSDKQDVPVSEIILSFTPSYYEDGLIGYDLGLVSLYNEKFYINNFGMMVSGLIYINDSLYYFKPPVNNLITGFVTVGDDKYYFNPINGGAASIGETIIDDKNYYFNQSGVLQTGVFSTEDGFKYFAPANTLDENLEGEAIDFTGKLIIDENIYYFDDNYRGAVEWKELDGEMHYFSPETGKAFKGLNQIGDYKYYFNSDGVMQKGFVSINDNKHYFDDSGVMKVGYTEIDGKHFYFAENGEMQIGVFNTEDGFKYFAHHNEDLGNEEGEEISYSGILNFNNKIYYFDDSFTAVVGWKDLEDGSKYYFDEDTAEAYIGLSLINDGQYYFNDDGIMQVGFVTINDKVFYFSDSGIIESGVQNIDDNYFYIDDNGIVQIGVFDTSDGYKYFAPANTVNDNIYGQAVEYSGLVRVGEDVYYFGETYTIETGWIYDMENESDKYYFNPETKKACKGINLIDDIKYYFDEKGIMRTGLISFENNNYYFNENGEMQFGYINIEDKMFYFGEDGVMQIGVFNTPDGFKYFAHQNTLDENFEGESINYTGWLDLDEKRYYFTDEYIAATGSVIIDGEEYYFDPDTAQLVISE
BH1578 lux ind – inducers of Vibrio cholerae quorum light production without autoinducers, primary screen, BH1578 luxS cqsA deficient, single point; 350,000 compounds, 0.16% hits; activation, % at 18.7 µM; V. cholerae BH1578 lux reporter, luminescence, 6 h; AID 588436, 2011; in the data active = activation mostly above about 9.7%, no sharp cut-off; inconclusive = no clear call, values can overlap the other calls; inactive = mostly below about 3.7%; also: not every result past the cut was called active; inactives centre near 0; reference of the scale not given here
Y pestis TopoI – Yersinia pestis topoisomerase I inhibitors, primary screen, biochemical, cleavage product accumulation, plate reader, single point; DNA topoisomerase I (Yersinia pestis CO92); activity, % at 10 µM; AID 504884, 2011; 360,000 compounds, 0.064% hits; Y. pestis Topo-I cleavage product accumulation; in the data active = activity above about 50%, passing the limit was not always enough; inconclusive = no clear call, values can overlap the other calls; also: inactives centre near 2
GDH-TPI inh – GDH-TPI coupling enzyme inhibitors, primary screen, artefact control for M. tuberculosis FBA inhibitor project, biochemical, absorbance, full deck | inhibition, % at 4.8 µM | 360,000 compounds, 1.2% hits | GDH-TPI coupled enzyme counterscreen, NADH absorbance; in the data active = inhibition above about 30%;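 also: 0% = DMSO wells and 100% = wells lacking the enzyme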
* hit, by the source's call; i = inactive; ? = inconclusive; · = no result given.

SMILES	FadD28 binding	Mtb FBA inh	Mtb BioA inh	UGM FP inh	PfHsp40 rescue	TcdB GH inh	BH1578 lux ind	Y pestis TopoI	GDH-TPI inh
CCOC(=O)c1cc2c(=O)n3ccccc3nc2n(CC(C)C)c1=NC(=O)c1ccco1	-4.4	135*	-0.4	3.2	-1.7	·	i	7	9
Cc1nn(-c2ccccc2)c(C)c1/C=N/NC(=O)CSc1nnc(-c2ccccc2)n1-c1ccc(Cl)cc1	0.0	0	·	0.3	3.3	·	-0.1	4	4
CCCCN1CC(COc2ccccc2)OC1=O (stereo unspecified)	-1.3	-2	-0.3	0.3	3.9	·	i	6	-10
CNC(=O)Oc1cccc(-c2cn3cc(Cl)ccc3n2)c1	0.7	6	·	·	-1.3	·	0.2	2	11
CCCSc1ccc([C@@H]2[C@@H]3C(=O)N(C)C(=O)[C@@H]3[C@]3(C(=O)OC)CCCN23)cc1OC	0.7	6	-1.4	2.4	63*	0.9	1.2	10	4
CCc1cc(C(=O)N2CCCC(C(=O)c3cccc(OC(C)C)c3)C2)n(C)n1 (stereo unspecified)	-5.8	0	1.5	1.5	-0.1	2.0	0.1	23	-7
CC(=NNC(=O)c1ccc(NS(=O)(=O)c2cccs2)cc1)c1ccc(OCC(N)=O)cc1	-1.3	-1	0.3	0.4	-1.0	-3.4	i	0	16
CCCCN1C(=O)c2ccccc2C1C(=O)NC1CCCC1 (stereo unspecified)	0.0	0	-0.2	5.2	-0.1	·	-0.2	5	-1
Cc1ccc(N(CC(O)COCc2ccco2)S(=O)(=O)c2ccc(C)cc2)cc1 (stereo unspecified)	-0.9	2	0.5	-1.7	-0.7	·	-0.2	7	2
C/C(O)=C(/C=NCC(=O)O)C(=O)Nc1nccs1	-2.1	2	·	0.6	-1.6	0.5	i	3	-1
CC1CC(C)CN(CC(O)COCc2ccccc2F)C1 (stereo unspecified)	-1.2	1	-0.3	5.8	-0.1	-0.7	i	-2	4
Cn1c2ccccc2c2c(C(=O)O)cn(C3CCCC3)c(=O)c21	-2.5	16	0.0	2.0	0.4	1.3	-0.1	-5	9
CCOC(=O)N1CCC2(CC1)C(C#N)=C(N)OC1=C2C(=O)CCC1	-2.7	4	0.7	-1.5	0.5	0.5	-0.3	-8	5
COc1ccccc1NC(=S)NNC(=O)c1ccc(O)cc1	-6.5	-14	0.1	0.9	0.2	·	·	2	-8
CCOc1ccc(CNC(=O)CCCC(=O)n2nc(C)c3ccccc32)cc1	-2.5	-2	-1.8	-0.8	-0.6	0.2	-0.3	6	-14
COC(=O)CCNS(=O)(=O)c1ccc2nsnc2c1	-2.7	-1	0.7	0.3	-0.4	0.0	0.5	7	1
Cc1ccc(C(=O)Nc2c(N)nc(SCC(=O)Nc3cc(C)on3)[nH]c2=O)cc1	-0.8	1	7.7	-1.2	0.8	0.1	i	4	4
O=C(NNC(=O)c1ccc[nH]1)Nc1cc(Cl)cc(Cl)c1	-6.9	0	0.0	1.3	·	2.0	-0.6	-2	12
COc1ccccc1NC(=O)c1nc(S(=O)(=O)Cc2ccccc2)ncc1Cl	-2.7	2	-0.5	-2.2	-0.7	0.6	-0.3	-2	5
CC(=O)Nc1ccc(Nc2ccc3nonc3c2[N+](=O)[O-])cc1	2.0	-12	0.7	5.4	-1.2	-0.1	i	6	3
COc1ccc(C(=O)/C=C2/C(=O)Nc3ccccc32)c(OC)c1	-2.4	1	·	2.4	?	0.6	-0.9	23	20
CCC1=NN(C(=O)C(=O)NCCc2ccccc2)C(O)(C(F)(F)F)C1 (stereo unspecified)	-2.2	1	-0.6	1.1	-1.9	·	-12	4	10
O=C(COC(=O)c1ccc2c(c1)OCCO2)Nc1cc(S(=O)(=O)N2CCOCC2)ccc1Cl	-0.1	0	-2.4	-3.5	0.7	1.0	-0.3	0	-3
O=C(Nc1ccccc1)c1ccccc1CC[N+](=O)[O-]	0.3	1	0.2	-1.1	-0.7	·	-0.7	-4	-4
Cc1ccc(-n2nnc(-c3cc4ccccc4n3C)n2)cc1	-1.3	6	-1.4	-1.9	-1.4	0.5	i	-4	14
CC1Cc2cc(S(=O)(=O)N3CCC(C(=O)N4CCN(c5ccccc5F)CC4)CC3)ccc2N1C(=O)C1CC1 (stereo unspecified)	-3.3	1	-0.1	-0.9	1.4	1.1	2.6	14	12
COc1ccccc1C(=O)CSc1nnc(-c2ccco2)o1	-6.1	-5	·	-2.4	-1.2	0.0	-0.3	6	3
O=C(Nc1ccncc1)c1cc(F)cc(F)c1	0.5	1	-2.8	0.1	-1.0	·	-0.5	-5	8
Cc1cc(Cl)ccc1NC(=S)NCc1cccs1	-2.3	4	1.9	-1.2	4.5	·	0.0	3	-2
COc1ccc(NC(=O)CN(c2ccccc2C)S(C)(=O)=O)c(OC)c1	0.4	0	0.1	0.6	-0.7	-1.1	1.0	3	3
CCNc1nc(CSc2ccccc2)nc2sc(C)c(C)c12	-0.6	3	0.8	1.1	1.7	·	-0.2	-6	3
CCOC(=O)c1c(NC(=O)C2CCCO2)sc(C(=O)OC(C)(C)C)c1C (stereo unspecified)	-0.2	0	0.6	0.2	3.5	·	-6.2	7	-11
O=C1CCC/C1=C\Nc1ccc(Cl)c([N+](=O)[O-])c1	-4.2	-3	·	-0.8	-0.9	0.3	0.2	-5	25
CCCn1c2ccccc2c2cnn(CC(=O)NCCCN3CCN(c4ccccc4)CC3)c(=O)c21	-3.9	6	-1.1	-0.4	0.0	0.3	i	9	10
COc1ccc(OC)c(NC(=O)COC(=O)Cn2nnc(-c3ccccc3)n2)c1	-0.3	-2	0.1	·	-0.9	-0.2	-1.6	-3	-2
FC(F)(F)c1cc(-c2ccco2)nc(-n2nnc3ccccc32)n1	-0.1	3	-2.7	-1.2	-1.7	·	i	5	14
CCCCCOC(=O)Cc1c(O)c2ccccc2[nH]c1=O	-0.9	13	-0.4	5.6	-1.0	·	i	-7	-14
COc1ccccc1CNc1nc2cc(-c3sccc3C)sc2c(=O)n1C	-1.4	4	0.0	·	·	-1.2	0.3	6	11
CCC(=O)N1CCc2cc(S(=O)(=O)CCC(=O)NC(C)CC)ccc21 (stereo unspecified)	-2.1	-4	·	-1.8	0.6	-0.3	i	2	7
COc1cc(/C=N/NC(=O)c2sc(N)c(C#N)c2C)cc(Br)c1O	0.2	0	0.3	0.1	-0.3	·	i	-13	38*
COc1ccc(/C=N/NC(=O)c2nn(C)cc2Br)cc1CSCc1ccco1	-6.2	2	-0.7	0.7	0.4	0.6	-0.5	24	13
CCN(C(=S)Nc1cccc(C)c1)c1ccccc1	0.2	0	0.4	-1.1	-1.1	·	-0.3	1	2
CCN1CCN(c2cc(=O)n3ccccc3n2)CC1	-0.3	7	-0.7	6.3	0.3	1.0	i	0	13
C=CC[N+]1(C)CC[C@]23c4c5ccc(O)c4O[C@H]2C(=O)CC[C@@]3(O)[C@H]1C5 (stereo partly specified)	-2.2	2	0.2	-0.9	-0.6	0.6	-3.0	-8	-9
CCN(C(=O)CSc1nc(-c2cccs2)nc2ccccc12)C1CCS(=O)(=O)C1 (stereo unspecified)	-1.9	26	1.6	1.2	1.2	-0.1	-13	28	29
Cc1ccc(Oc2c(CO)c(-c3ccccc3)nn2C)cc1	0.2	7	·	3.7	0.0	12*	0.6	11	1
O=C(/C=C/c1ccccc1[N+](=O)[O-])OC1CCCCC1=O (stereo unspecified)	-3.7	1	2.6	1.6	-0.3	1.2	i	2	-7
O=C(CC1CCCC1)N1CCCC(Nc2ccc(F)cc2)C1 (stereo unspecified)	1.1	1	4.3	1.0	-1.9	3.4	-0.4	21	2
CC(=O)Oc1ccc(C(=O)[C@H]2[C@H]3C(=O)N(c4cccc5ccccc45)C(=O)[C@H]3[C@@H]3C=CC=NN32)cc1	-0.7	1	·	0.5	0.7	·	i	-12	7
C=C(C)Cn1c(NCCC)nc2c1c(=O)n(C)c(=O)n2C	-0.3	0	1.0	0.7	-1.1	1.0	-0.3	3	-11
CC(=O)C1[C@H](N(C)C)CC2C3CC=C4CC(O)CC[C@]4(C)C3CC[C@@]21C (stereo partly specified)	-2.5	2	-1.1	-1.3	0.1	0.7	i	-3	6
CCC(=O)Nc1c(-c2ccccc2)c(=O)c2ccccc2n1C	-3.9	0	0.5	1.5	0.1	0.9	0.6	9	10
CCOc1ccccc1NC(=O)CN(c1ccc(C)cc1)S(=O)(=O)c1c(C)noc1C	-2.6	1	-0.8	2.7	0.4	0.8	i	-12	-3
CCC1CCCCN1C(=O)CSc1nc(N)c(NC(=O)c2ccc(OC)c(OC)c2)c(=O)[nH]1 (stereo unspecified)	-4.1	-2	0.6	-1.0	-1.6	0.5	-0.1	-7	9
O=C1CCCN1c1ccc(S(=O)(=O)N2CCN(c3ccccc3)CC2)cc1	-0.5	0	4.0	-2.2	0.0	-0.3	-0.2	-4	-3
CC1(O)N(Cc2ccccc2)C(=O)OC12CCCCC2 (stereo unspecified)	-0.6	2	-2.0	-2.5	-0.6	-9.2	-0.6	0	-2
COc1ccc(-c2noc(CCCC(=O)N3CCOCC3)n2)cc1	2.4	2	-0.1	-3.8	-0.6	0.7	-0.4	-5	6
C[C@H]1CN=C(Nc2ccccc2)N1CCC1CCCCC1	-0.3	0	-1.7	0.4	-0.4	0.1	i	1	7
O=C(O)CCC/C=C\C[C@@H]1[C@@H](/C=C/[C@@H](O)COc2cccc(Cl)c2)[C@H](O)C[C@@H]1O	0.3	3	-0.3	3.0	0.0	0.5	2.8	7	10
O=C(O)CCC(=O)c1c[nH]c2ccccc12	-3.8	-1	0.1	-0.4	0.5	·	-0.2	-9	-2

Compounds from the list above containing a CF3 group:
SMILES	FadD28 binding	Mtb FBA inh	Mtb BioA inh	UGM FP inh	PfHsp40 rescue	TcdB GH inh	BH1578 lux ind	Y pestis TopoI	GDH-TPI inh
CCC1=NN(C(=O)C(=O)NCCc2ccccc2)C(O)(C(F)(F)F)C1 (stereo unspecified)	-2.2	1	-0.6	1.1	-1.9	·	-12	4	10
FC(F)(F)c1cc(-c2ccco2)nc(-n2nnc3ccccc32)n1	-0.1	3	-2.7	-1.2	-1.7	·	i	5	14

(cont.)
SMILES	FadD28 binding	Mtb FBA inh	Mtb BioA inh	UGM FP inh	PfHsp40 rescue	TcdB GH inh	BH1578 lux ind	Y pestis TopoI	GDH-TPI inh
COc1ccc(C(=O)C2CN(C)CC2c2ccc(Cl)cc2)cc1 (stereo unspecified)	-0.8	6	·	2.0	0.2	0.4	-0.4	-8	1
CCCc1nnc(NC(=O)c2cccc(OC)c2)s1	-2.5	-4	-1.3	-0.2	-0.6	1.8	-1.4	-4	3
Cc1noc(C)c1COC(=O)c1ccc(S(=O)(=O)N2CCCCC2)cc1	-1.6	1	0.1	0.2	-0.7	1.6	-0.3	30	-2
CC(C)Oc1cc(NC(=O)CS(=O)CC(=O)Nc2cccc(C(F)(F)F)c2)c(Cl)cc1Cl (stereo unspecified)	-2.8	1	-0.5	-1.7	7.2	0.4	i	-27	-2
